Assay outcomes (PubChem)
SV40 large T antigen – SV40 large T antigen inhibitors, biochemical (AID 1903); inhibition, % at 20 µM, or IC50 in µM where a hit was titrated; SV40 large T antigen ATPase/helicase inhibition assay; higher % means a stronger effect; hit rate 0.39% among 310,000; in the data active = a potency from the dose series; note: strong numbers were not always called active
Rac1 GTP hydrolysis – MgcRacGAP GTPase-activating activity inhibitors, confirmation, biochemical, ADP Hunter fluorescence; Rac GTPase-activating protein 1 (Homo sapiens); MgcRacGAP-stimulated Rac1 GTP hydrolysis, ADP Hunter fluorescence; higher % means a stronger effect; GST-tagged Rac1 F28L mutant substrate; inhibition, % at 30 µM; hits with a dose series show IC50 in µM; hit rate 0.6% among 340,000; AID 624330, 2012;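 active = first-screen hits whose inhibition reached a set limit at any dose in the follow-up dose series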;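 note: fluorescence reports GDP produced by GAP-driven GTP hydrolysis; strong numbers were not always called active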
Dengue-2 NS5 capping – Dengue-2 NS5 methyltransferase inhibitors, primary screen, biochemical, confirmation dose response (AID 588689); Genome polyprotein (Dengue virus type 2 (strain 16681-PDK53)); Dengue-2 NS5 methyltransferase capping enzyme assay, biochemical; higher % means a stronger effect; one-dose inhibition, % at 25 µM; IC50 in µM for titrated hits; hit rate 0.3% among 340,000; in the data active = a potency from the dose series
PhoP inhibition – inhibitors of PhoP regulon expression, primary screen, Salmonella Typhimurium, GFP reporter (AID 1863); S. Typhimurium PhoP-regulated promoter GFP reporter, 4 h; higher % means a stronger effect; one-dose inhibition, % at 50 µM; IC50 in µM for titrated hits; hit rate 0.16% among 300,000;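 active = inhibition over 29.93%, a cutoff 3 SD above the screen mean, later confirmed by dose response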;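 note: 0% = low Mg2+ inducing control and 100% = high Mg2+ repressing control; strong numbers were not always called active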
GPR35 arrestin U2OS – GPR35 antagonists blocking zaprinast-driven arrestin recruitment, primary screen, imaging, U2OS, beta-arrestin-GFP, zaprinast agonist (AID 2058); G-protein coupled receptor 35 (Homo sapiens); U2OS GPR35 beta-arrestin-GFP translocation imaging, zaprinast antagonism; higher % means a stronger effect; inhibition, % at 10 µM; hits with a dose series show IC50 in µM; hit rate 0.052% among 290,000;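 active = inhibition of at least 50% with at least 30 cells and total cytoplasm GFP at most 10,000,000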
West Nile virus CPE – West Nile virus antiviral activity, cell-based, CPE readout (AID 1621); hit rate 0.02% among 290,000; West Nile virus-infected cells, CPE inhibition; higher % means a stronger effect; CPE inhibition, % at 10 µM; hits with a dose series show IC50 in µM; in the data active = a potency from the dose series; note: strong numbers were not always called active
RSV CPE inhibition – RSV antiviral activity via CPE protection, HEp-2 cells, primary 10 µM value included (AID 2391). HEp-2 cells, RSV-induced CPE inhibition; higher % means a stronger effect. one-dose CPE inhibition, % at 10 µM; IC50 in µM for titrated hits. hit rate 0.13% among 310,000; in the data active = a potency from the dose series; note: strong numbers were not always called active
ER stress rescue – rescue of cells from ER stress-induced death, primary screen, 384-well, CSM14.1, thapsigargin, ATP luminescence (AID 1222). CSM14.1 thapsigargin-induced death rescue, ATP luminescence; higher % means a stronger effect. cellular ATP content (survival), % at 20 µM; hits with a dose series show EC50 in µM. 190,000 tested, under 10 active;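 active = EC50 below 50 µM in the dose-response confirmation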;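 note: death triggered by thapsigargin at about 15 µM added after 2 h compound pretreatment; cell ATP read after overnight thapsigargin exposure of roughly 18 to 22 hours; normalized against plate controls of thapsigargin alone and 5% DMSO vehicle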
LYP phosphatase – inhibitors of LYP phosphatase, biochemical, fluorescence intensity, uHTS (AID 1779) | Tyrosine-protein phosphatase non-receptor type 22 (Homo sapiens) | recombinant LYP phosphatase, fluorescence intensity; higher % means a stronger effect | inhibition, % at 11.5 µM, or IC50 in µM where a hit was titrated | hit rate 0.054% among 290,000; in the data active = inhibition above about 50%;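 note: plate controls were vehicle with enzyme for no effect and no enzyme for full effect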
Dengue-2 NS5 capping pilot replicate – recorded beside Dengue-2 NS5 capping, whose call it bears; inhibition, %; measured here: pilot screen replicate inhibition
An asterisk follows results filed as active; · = no result given; & = joins results of further samples. An unsorted share of the library; about 1.5% have a hit in one of these screens.

SMILES	SV40 large T antigen	Rac1 GTP hydrolysis	Dengue-2 NS5 capping	PhoP inhibition	GPR35 arrestin U2OS	West Nile virus CPE	RSV CPE inhibition	ER stress rescue	LYP phosphatase	others
COc1ccc(CCNc2ncnc3c2c(C)c(C)n3CCO)cc1OC	4%	9%	-5%	16%	-2%	-0.4%	6.5%	·	-8%
Cc1cc(C(C)(C)C)cc(C)c1CC1=NCCN1	2%&8%	-62%	-1%	-3%&-1%	5%	0.1%	-1.2%	-2.2%	-7%
CC(=O)c1c(C)[nH]c(C(=O)COc2ccc(C#N)cc2)c1C	4%	11%	4%	2%	-1%	0.0%	0.1%	0.6%	-2%
COc1ccccc1Nc1nc(N)nc(CSC(=S)N2CCOCC2)n1	-2%	9%	-3%	-8%	7%	-0.3%	2.9%	·	-3%
COC(=O)c1ccc(COc2ccc3c(C)c(C)c(=O)oc3c2)o1	-3%	5%	5%	-3%	7%	0.3%	5.2%	-1.4%	-8%
COc1ccc(C(CNC(=O)c2ccc3c(c2)OCCO3)N(C)C)cc1 (centres undefined)	5%	6%	0%	0%	6%	-0.1%	0.3%	·	-6%
COc1cc(C(C)=O)ccc1OCC(O)CN1CCN(c2ccc(C)cc2C)CC1 (centres undefined)	-5%	8%	-7%	9%	-7%	-1.3%	-1.5%	·	-12%	Dengue-2 NS5 capping pilot replicate=-2.4
CCOc1ccc(CN2CCN(CC(O)Cn3c4ccccc4c4ccccc43)CC2)cc1 (centres undefined)	1%	2%	-5%	3%	23%	-1.1%	-1.9%	-4.4%	-1%
COc1ccccc1N1CCN(C/C(O)=C(\C#N)c2nc(-c3ccccc3)cs2)CC1	10%	14%	4%	31%	26%	0.3%	2.5%	·	-1%
COc1cc(NC(=O)C2CCCN(c3ncccn3)C2)cc(OC)c1 (centres undefined)	10%	-2%	1%	-7%	2%	1.3%	1.7%	-3.1%	-5%
CSCC(=O)NC1CCCN(C2Cc3ccccc3C2)C1 (centres undefined)	12%	9%	-2%	-1%	-5%	-0.1%	0.6%	·	-9%	Dengue-2 NS5 capping pilot replicate=-1.2
Cc1ccc(C(=O)C(SC(C)(C)C)n2cncn2)cc1 (centres undefined)	12%	3%	-4%	1%	-4%	-1.4%	0.8%	·	-8%
N/C(=N\NC(=O)c1cccs1)c1cc2cc(Cl)ccc2oc1=O	10%	9%	-13%	0%	-6%	-0.1%	-0.6%	·	-8%
CSc1nnc(NC(=O)c2ccc(S(=O)(=O)N3CCOCC3)cc2)s1	5%	5%	-4%	-3%	16%	0.0%	1.1%	·	-3%
CCN(Cc1ccccc1)C(=O)Cn1cc(S(=O)(=O)NC)c(S(=O)(=O)NC)c1	25%	7%	-5%	-4%	-4%	0.5%	0.4%	·	-3%
CN1c2ccccc2C(C)(C)C12CCCC(=O)N2 (centres undefined)	19%	18%	-8%	-11%	-22%	0.4%	1.8%	-0.5%	0%
O=C(c1ccc2c(=O)n3c(nc2c1)CCCCC3)N1CCc2ccccc21	14%	1%	7%	-11%	4%	-0.1%	0.2%	·	-5%
COc1ccc(CCn2c(SCCN3CCCCC3)nc3ccccc3c2=O)cc1OC	·	8%	-11%	·	8%	-0.5%	-0.5%	-1.6%	-4%
CCCCCCCCCCCCN1[C@@H](CC(=O)OC)c2cc(F)ccc2S1(=O)=O	8%	1%	-6%	·	·	-0.9%	1.9%	·	·
CCOC(=O)/C(C#N)=C/c1cccc(F)c1	17%	4%	5%	1%	-1%	0.4%	-0.8%	0.9%	-7%

Sorted by length of the SMILES (highest first): some entries from above.
SMILES	SV40 large T antigen	Rac1 GTP hydrolysis	Dengue-2 NS5 capping	PhoP inhibition	GPR35 arrestin U2OS	West Nile virus CPE	RSV CPE inhibition	ER stress rescue	LYP phosphatase	others
CCN(Cc1ccccc1)C(=O)Cn1cc(S(=O)(=O)NC)c(S(=O)(=O)NC)c1	25%	7%	-5%	-4%	-4%	0.5%	0.4%	·	-3%
COc1ccccc1N1CCN(C/C(O)=C(\C#N)c2nc(-c3ccccc3)cs2)CC1	10%	14%	4%	31%	26%	0.3%	2.5%	·	-1%
CCOc1ccc(CN2CCN(CC(O)Cn3c4ccccc4c4ccccc43)CC2)cc1 (centres undefined)	1%	2%	-5%	3%	23%	-1.1%	-1.9%	-4.4%	-1%
COc1cc(C(C)=O)ccc1OCC(O)CN1CCN(c2ccc(C)cc2C)CC1 (centres undefined)	-5%	8%	-7%	9%	-7%	-1.3%	-1.5%	·	-12%	Dengue-2 NS5 capping pilot replicate=-2.4
COc1ccc(CCn2c(SCCN3CCCCC3)nc3ccccc3c2=O)cc1OC	·	8%	-11%	·	8%	-0.5%	-0.5%	-1.6%	-4%
CSc1nnc(NC(=O)c2ccc(S(=O)(=O)N3CCOCC3)cc2)s1	5%	5%	-4%	-3%	16%	0.0%	1.1%	·	-3%
COc1ccc(C(CNC(=O)c2ccc3c(c2)OCCO3)N(C)C)cc1 (centres undefined)	5%	6%	0%	0%	6%	-0.1%	0.3%	·	-6%
CC(=O)c1c(C)[nH]c(C(=O)COc2ccc(C#N)cc2)c1C	4%	11%	4%	2%	-1%	0.0%	0.1%	0.6%	-2%
N/C(=N\NC(=O)c1cccs1)c1cc2cc(Cl)ccc2oc1=O	10%	9%	-13%	0%	-6%	-0.1%	-0.6%	·	-8%
COc1ccccc1Nc1nc(N)nc(CSC(=S)N2CCOCC2)n1	-2%	9%	-3%	-8%	7%	-0.3%	2.9%	·	-3%
Cc1ccc(C(=O)C(SC(C)(C)C)n2cncn2)cc1 (centres undefined)	12%	3%	-4%	1%	-4%	-1.4%	0.8%	·	-8%
CSCC(=O)NC1CCCN(C2Cc3ccccc3C2)C1 (centres undefined)	12%	9%	-2%	-1%	-5%	-0.1%	0.6%	·	-9%	Dengue-2 NS5 capping pilot replicate=-1.2
Cc1cc(C(C)(C)C)cc(C)c1CC1=NCCN1	2%&8%	-62%	-1%	-3%&-1%	5%	0.1%	-1.2%	-2.2%	-7%
CCOC(=O)/C(C#N)=C/c1cccc(F)c1	17%	4%	5%	1%	-1%	0.4%	-0.8%	0.9%	-7%

The list goes on:
SMILES	SV40 large T antigen	Rac1 GTP hydrolysis	Dengue-2 NS5 capping	PhoP inhibition	GPR35 arrestin U2OS	West Nile virus CPE	RSV CPE inhibition	ER stress rescue	LYP phosphatase	others
O=C(CCc1nnc(Cc2c[nH]c3ccccc23)o1)NC1CCCC1	4%	5%	-4%	-5%	14%	0.1%	2.4%	-1.8%	-8%
C=CCn1c(SCC(=O)NCC2CCCO2)nnc1C1CCCCC1 (centres undefined)	1%	9%	-10%	-6%	10%	-0.2%	-0.7%	-0.3%	-4%
COc1ccc(-c2nc(CS(=O)CC(=O)NC3CCCC3)c(C)o2)cc1 (centres undefined)	16%	5%	-4%	-10%	9%	0.0%	2.9%	·	-15%
COc1ccc(O)c(C(=O)c2coc(=N)c(C(=O)Nc3ccc(SC(F)F)cc3)c2)c1	1%	4%	-54%	-5%	-9%	-1.5%	12%	0.2%	1%
O=C(/C=C/c1ccco1)NC(=S)Nc1ccccc1N1CCOCC1	21%	5%	5%	0%	8%	-0.3%	1.4%	-1.1%	0%	Dengue-2 NS5 capping pilot replicate=0.8
COc1ccc(/C=C/C(=O)Nc2cccnc2)cc1OC	8%	3%	-7%	-9%	-13%	0.3%	2.1%	-0.9%	0%
CCCCCn1c(=O)c(C(=O)OCC)c(O)c2ccccc21	-2%	2%	-1%	2%	11%	-0.1%	0.7%	0.2%	-1%
Cn1c(SCc2ccccc2C#N)nc2ccccc2c1=O	-6%	4%	-8%	9%	5%	-0.8%	-0.4%	·	1%
O=C(Cc1ccccc1)N/N=C/c1ccc(OCC(=O)Nc2ccccc2)cc1	4%	3%	-4%	7%	-23%	0.3%	2.1%	-3.3%	-6%
CCn1ncc([N+](=O)[O-])c1C(=O)Nc1ccc(C)c(C)c1	6%	-18%	-3%	-8%	2%	-0.4%	2.2%	·	-2%
COc1ccnc(Oc2ccccc2)c1C(=O)N/C=N/OCc1ccc(F)cc1Cl	0%	-5%	-2%	0%	4%	2.8%	-0.3%	-1.7%	-6%
CN(C)/C=C(\C#N)C(=O)N/N=C/c1ccccc1	6%	1%	11%	9%	4%	2.8%	1.3%	-0.8%	-2%
CCN(CC)S(=O)(=O)c1ccc(S(=O)(=O)N(CC(=O)Nc2ccccc2)Cc2ccco2)cc1	4%	17%	-8%	1%	-4%	-1.0%	-0.8%	34%	3%
O=C1C=C(NC2=CC3OC(c4ccccc4)OCC3OC2=O)CCC1 (centres undefined)	16%	17%	25%	-3%	-11%	-0.4%	0.7%	-0.6%	2%
CC12CCC(C(=O)N3CCc4ccccc43)(CC1=O)C2(C)C (centres undefined)	11%	4%	0%	-6%	0%	-0.6%	3.0%	3.1%	-8%
CCOc1ccc(NS(=O)(=O)c2ccc3c(c2)N(C(C)=O)CC3)cc1	27%	3%	-1%	-9%	-8%	-0.1%	0.1%	-0.7%	-7%
CN(C)/C=C/C(=O)c1c(F)cccc1F	6%	7%	-8%	2%	14%	0.3%	·	·	-6%
Cc1ccsc1-c1nc(CSCC(=O)NCc2ccc3c(c2)OCO3)c(C)o1	5%	4%	-4%	8%	8%	·	3.5%	4.1%	-13%
C=CCNC(=O)c1ccc(-c2nc(-c3ccc(Cl)c(Cl)c3)cs2)cc1	1%	1%	-4%	-2%	-2%	0.2%	0.2%	-2.6%	-6%	Dengue-2 NS5 capping pilot replicate=-1.7
COc1cccc(C(=O)NC(C)C(c2cccs2)N2CCOCC2)c1 (centres undefined)	3%	9%	-1%	8%	-6%	0.3%	-0.1%	-0.8%	-1%
CCOc1ccc2nc(N(CCCN(C)C)C(=O)c3ccc(S(=O)(=O)N4CCc5ccccc5C4)cc3)sc2c1	4%	2%	-6%	-5%	-6%	0.7%	1.4%	·	4%
COC(=O)c1ccccc1OCCOCCOc1cccc2ccc(C)nc12	1%	11%	0%	4%	-11%	-0.1%	2.4%	-1.0%	-10%
COc1ccccc1-n1c(COc2ccccc2-c2ccccc2)nnc1SCC(=O)c1c(N)n(C)c(=O)n(C)c1=O	9%	-1%	-1%	-11%	-6%	0.0%	2.5%	-4.8%	1%
COc1ccc(-n2c(Cc3cc(=O)[nH]c(=O)[nH]3)nnc2SCC(=O)NC2CCCC2)cc1	1%	-4%	2%	12%	-3%	1.0%	0.4%	0.7%	-2%
CCOC(=O)c1ccc(-n2c(CN3CCC(C(N)=O)CC3)nc3ccc([N+](=O)[O-])cc3c2=O)cc1	30%	8%	0%	1%	-21%	-0.1%	-0.1%	0.5%	-1%
COc1ccc(NC(=S)N(CCc2c(C)[nH]c3ccccc23)Cc2cccnc2)cc1	17%	-2%	-5%	0%	-18%	·	2.3%	1.7%	-3%
